TRAIL sens C8: viability loss with TRAIL in NB7+C8 cells, primary screen, TRAIL sensitizer project, cell-based, ATPlite luminescence | inhibition (viability loss, TRAIL sensitization), % at 10 µM | AID 624354, 2012 | 1% of 360,000 active;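 active = compounds causing at least 50% loss of cell viability in the single-dose screen, relative to plate controls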
NR5A2 inv ag: LRH-1 (NR5A2) inverse agonists, primary screen, cell-based, luminescence, HEK293T, StAR-luciferase reporter; LRH-1 transfected, 24 h; inhibition, % at 3.6 µM; 0.13% of 360,000 active;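 active = inhibition above the mean inhibition of all tested compounds plus 3 SD, cut at about 73% in these data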;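 note: 0% = DMSO wells and 100% = reporter-only cells lacking LRH-1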
NCOA1 inh: SRC1 coactivator transcriptional activity inhibitors, primary screen, cell-based, luminescence; HEK293 GAL4-SRC1 luciferase reporter; inhibition, % at 3.6 µM; 0.12% of 360,000 active;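 active = inhibition above the campaign mean plus 3 SD, with each screening campaign given its own cutoff, cut at about 60% in these data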;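 note: 0% = DMSO treated cells and 100% = gossypol at 36 µM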
NCOA2 inhibitor: inhibition of GAL4-SRC2 driven luciferase reporter, primary screen, SRC2 inhibitor project, cell-based, luminescence; AID 651957, 2012; Nuclear receptor coactivator 2 (Homo sapiens), Q15596; HEK293 GAL4-SRC2 luciferase reporter; 0.17% of 370,000 active; inhibition, % at 9 µM;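 active = inhibition above the mean inhibition of all tested compounds plus 3 SD, set per campaign, cut at about 52% in these data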;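 note: 0% = DMSO treated cells and 100% = cells given Gossypol at 36 µM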
NCOA3 inh: SRC3 coactivator transcriptional activity inhibitors, primary screen, cell-based, luminescence; 0.17% of 360,000 active; inhibition, % at 3.6 µM; Nuclear receptor coactivator 3 (Homo sapiens), Q9Y6Q9; HEK293 GAL4-SRC3 luciferase reporter;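 active = inhibition above a per-campaign cutoff, the mean of all compounds plus 3 SD, cut at about 60% in these data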;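 note: 0% = DMSO-treated cells and 100% = gossypol-treated cells at 36 µM; higher means less SRC3-driven luciferase light from the GAL4 reporter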
NOD2-RIPK2 inh: NOD2-RIPK2 binding disruptors in cells, primary screen, fluorescence, CHO cells, BLA complementation. 0.38% of 360,000 active. CCF4 ratio. inhibition, % at 4.98 µM. Receptor-interacting serine/threonine-protein kinase 2 (Homo sapiens), O43353; in the data active = inhibition above about 21%;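 note: 0% = vehicle only and 100% = reference blocker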
Target sequence (O43353 whole entry, looked up): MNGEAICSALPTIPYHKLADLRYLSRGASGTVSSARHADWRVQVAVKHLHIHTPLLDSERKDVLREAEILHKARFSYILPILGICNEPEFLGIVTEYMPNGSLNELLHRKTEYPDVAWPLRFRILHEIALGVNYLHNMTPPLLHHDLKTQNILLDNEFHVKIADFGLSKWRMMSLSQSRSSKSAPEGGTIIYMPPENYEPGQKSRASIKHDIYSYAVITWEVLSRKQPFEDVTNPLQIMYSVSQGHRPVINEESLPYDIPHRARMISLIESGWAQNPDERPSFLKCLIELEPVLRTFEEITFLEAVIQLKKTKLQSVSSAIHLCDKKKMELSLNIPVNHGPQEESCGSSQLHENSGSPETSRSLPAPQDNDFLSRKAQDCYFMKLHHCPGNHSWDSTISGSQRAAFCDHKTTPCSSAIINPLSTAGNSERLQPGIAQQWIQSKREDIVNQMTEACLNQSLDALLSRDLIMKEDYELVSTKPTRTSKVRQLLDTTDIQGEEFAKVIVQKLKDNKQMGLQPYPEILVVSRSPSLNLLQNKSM
EBV LMP1 NFkB: EBV LMP1-driven NF-kappaB luciferase reporter inhibitors, primary screen, cell-based, luminescence, single point. LMP1-induced NF-kappaB luciferase reporter cells. inhibition, % at 12.5 µM. 0.69% of 350,000 active. AID 504558, 2011; in the data active = inhibition above about 41%; inconclusive = no clear call, values can overlap the other calls;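 note: 0% = neutral control wells and 100% = reference inhibitor control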
Vif imaging: HIV Vif self-association inhibitors, primary screen, imaging, HEK293T, single point; HEK293T cells, Vif self-association by quenched fluorescence, 24 h; inhibition, % at 7.49 µM; 0.35% of 340,000 active; AID 602346, 2012; in the data active = inhibition above about 50%, passing the limit was not always enough; inconclusive = no clear call, values can overlap the other calls; inactive = below about 31%; note: some results filed as inactive read as strong as hits
TROY signal inh: inhibitors of TROY-driven NF-kB signaling, primary screen, Q293 LMP1-TROYcd cells, NF-kB luciferase, uHTS | AID 1347056, 2019 | 0.98% of 360,000 active | Q293 LMP1-TROYcd NF-kB luciferase reporter, 4 h | inhibition, % at 10 µM;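 active = compounds whose plate-normalised and pattern-corrected inhibition of the luciferase reporter signal at the single screening dose is 50% or more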
COUP-TFII inh: NR2F2 transcriptional activity inhibitors, primary screen, cell-based, luciferase reporter, HEK293T, luminescence | AID 686940, 2013 | inhibition, % at 8.6 µM | COUP transcription factor 2 (Homo sapiens), P24468 | HEK293T NGFI-A luciferase reporter | 0.7% of 370,000 active;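 active = inhibition above a per-plate cutoff, mean inhibition of test wells between control levels plus 3 SD, cut at about 38% in these data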;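 note: cells cotransfected with COUP-TFII expression vector driving the NGFI-A reporter; 0% = median of COUP-TF2 test wells and 100% = reporter-only cells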
Target sequence (P24468 whole entry, looked up): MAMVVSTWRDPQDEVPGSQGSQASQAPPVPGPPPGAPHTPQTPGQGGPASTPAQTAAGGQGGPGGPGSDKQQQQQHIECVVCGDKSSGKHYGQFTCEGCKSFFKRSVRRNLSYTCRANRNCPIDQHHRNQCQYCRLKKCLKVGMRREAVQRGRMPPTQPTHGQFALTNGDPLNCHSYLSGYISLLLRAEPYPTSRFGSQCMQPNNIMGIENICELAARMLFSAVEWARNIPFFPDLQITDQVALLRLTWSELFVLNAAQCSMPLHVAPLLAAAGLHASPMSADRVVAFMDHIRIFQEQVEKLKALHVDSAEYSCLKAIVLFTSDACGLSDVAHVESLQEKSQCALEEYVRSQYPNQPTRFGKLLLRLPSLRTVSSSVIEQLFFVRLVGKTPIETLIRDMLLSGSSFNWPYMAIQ
TLR9-MyD88 inh: inhibitors of TLR9-MyD88 association in cells, primary screen, cell-based, CHO, BLA complementation, fluorescence | AID 504734, 2011 | Toll-like receptor 9 (Homo sapiens) + Myeloid differentiation primary response protein … | inhibition, % at 4.98 µM | CCF4 FRET ratio | 0.21% of 340,000 active;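 active = inhibition above the mean over all tested compounds plus 3 SD, cut at about 21% in these data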;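 note: 0% = DMSO only wells and 100% = clavulanate BLA inhibitor control wells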
* marks the source's active call; other numbers are inactive results; ? = inconclusive; . = no result given. Some of the compounds tested; the hit share may differ from the screen's.

#	Structure	NCOA1 inh	TLR9-MyD88 inh	NR5A2 inv ag	TROY signal inh	Vif imaging	NCOA3 inh	TRAIL sens C8	COUP-TFII inh	NCOA2 inhibitor	EBV LMP1 NFkB	NOD2-RIPK2 inh
1	CC[C@H](C)C(=O)N[C@H]1CCCN1C(=O)/C=C/c1ccccc1	-6	3	-9	-2	-3	-4	4	-2	8	5	-7
2	Nc1nc(SCC(=O)Nc2cc(S(=O)(=O)N3CCOCC3)ccc2Cl)n[nH]1	-16	-5	14	21	8	15	-7	-13	12	2	4
3	O=c1[nH]c2ccccc2cc1-c1nnn(-c2ccccc2)n1	-6	-7	20	-3	-3	2	-7	-13	-12	-3	-16
4	Cc1ccc(S(=O)(=O)NC(CC(=O)N2CCc3ccccc32)c2ccco2)cc1 (stereo unspecified)	5	5	6	-16	8	-19	-4	-11	-12	-1	-8
5	N#CCC(=N)N1CCN(c2ccccc2)CC1	-15	-1	-20	-27	.	-2	0	-4	-23	-9	-2
6	S=c1nc(SCc2ccccc2)[nH]c2ccccc12	-30	-4	18	-9	-2	18	-1	12	6	-23	8
7	Cc1ccc(N=C(NO)c2cnccc2C(F)(F)F)c(C)c1	1	0	2	11	-1	10	-15	-5	-18	0	-3
8	CCOc1ccc(-c2nc(CCl)cs2)cc1OC	-21	-1	-5	-33	5	-22	-1	1	-35	0	-2
9	O=c1cc(CN2CCN(c3ccccc3)CC2)nc2scc(-c3ccccc3)n12	7	-4	2	58*	-6	15	-1	26	-8	-4	1
10	C/C(=N\NC(=O)C1CC1)c1ccc(Cl)c(Cl)c1	-3	1	-4	-24	-3	9	5	-8	-6	-7	-5
11	Cc1ccc2[nH]c(=O)c(-c3nc4ccccn4c3NCc3ccco3)cc2c1	-48	8	-102	-45	-3	-35	-9	-43	-17	-7	-3
12	O=C(CSc1nnc(-c2ccco2)o1)NCCc1ccccc1	-7	-6	-6	4	17	7	-20	21	-39	-1	5
13	S=c1[nH]c2cc3ccccc3cc2[nH]1	-72	4	-35	14	9	-46	14	-19	17	-13	-12
14	Cn1ncc(Br)c1NC(=O)c1ccco1	12	3	8	9	2	12	-19	.	.	-9	-6
15	COc1ccccc1NS(=O)(=O)c1ccc2oc(=S)[nH]c2c1	14	-2	-14	3	6	23	-15	18	-18	5	-8
16	N#Cc1nc(-c2ccccc2)oc1NCCN1CCCCC1	-15	4	-18	-1	21	7	-4	3	-43	-5	-5
17	O=C(c1ccc(C(F)(F)F)cc1)C1CCCN(C(=O)c2csnn2)C1 (stereo unspecified)	-53	4	-7	1	14	6	-9	11	-14	6	-4
18	Brc1cccc(-c2nc(-c3ccncc3)no2)c1	-77	-13	-80	-15	-4	-63	9	-25	5	-48	2
19	COc1ccc(CC(NC(C)=O)C(=O)NC2CCN(C(=O)c3cc(OC)c(OC)c(OC)c3)CC2)cc1 (stereo unspecified)	3	2	9	-9	1	0	-3	9	-18	3	-7
20	CCOC(=O)c1cc(-c2ccccc2)n(CC(=O)NC(C)(C)C)c1C	2	9	-1	-19	0	13	0	-8	4	6	2
21	CC(C)CCNC(=O)CN(C(=O)Cn1nnc(-c2ccc(F)cc2)n1)C1CCCC1	-2	-10	12	10	-6	9	2	-9	-4	-7	-9
22	Cc1ccccc1OCC(=O)NCCCNC(=O)c1cccnc1	6	9	-3	-4	-5	-5	-11	-1	2	-11	-10
23	Cc1ccc2c(c1)C1NC(=S)NC(C)(O2)C1C(=O)Nc1ccc(Cl)cc1 (stereo unspecified)	-8	3	-19	6	-11	-22	-2	0	-12	-6	-3
24	COc1ccc(Cl)cc1NC(=O)C(C)Sc1n[nH]c(N)n1 (stereo unspecified)	10	-7	17	-4	.	8	-21	1	-18	-14	-17
25	CNC(=O)C1(CC(C)C)C=CCN1C(C)=O (stereo unspecified)	2	0	-7	-6	40	6	-28	-8	-29	3	-2
26	CC1C(=O)N2CCCc3cc(NC(=O)COc4ccccc4)cc1c32 (stereo unspecified)	5	2	12	3	2	20	13	-17	-5	4	6
27	O=C(NC(Cc1ccccc1)C(=O)NC1CC1)OCc1ccccc1 (stereo unspecified)	16	3	12	-6	23	6	-12	-12	8	-2	-11
28	COCCn1nnnc1CN1CCSCC1	-7	7	-7	17	-2	2	-3	-6	-41	4	6
29	Cc1cccc(NC(=O)c2ccccc2SCc2ccc(F)cc2)n1	0	0	9	-25	-1	7	-5	17	-8	-10	-4
30	COc1ccc(C2C3C(=O)N(N(C)c4ncc(C(F)(F)F)cc4Cl)C(=O)C3ON2C)cc1 (stereo unspecified)	-2	-3	-2	-4	-2	-6	8	-2	22	4	2
31	COc1ccc(-c2cc(C(=O)N3CCOCC3)c3ccccc3n2)cc1OC	-10	-2	-7	14	0	-1	-3	8	-44	-3	-4
32	CC1CCCCN1C(=O)CSc1nnc2ccccn12 (stereo unspecified)	-6	8	1	-8	-1	13	-1	14	-13	3	-5
33	Cn1nccc1-c1ccc(C(=O)NCc2ccc(Cl)cc2)c2occc12	-55	.	-90	-21	-9	-68	-6	.	.	.	4
34	O=S(=O)(c1ccc2ccccc2c1)n1cnc2ccccc21	5	-1	-16	1	0	-9	-6	7	19	4	-1
35	Cc1cccc(C)c1NC(=O)C(c1ccccc1)N1CC(=O)Nc2ccccc21 (stereo unspecified)	8	1	3	-7	4	1	-5	10	-1	-5	-4
36	Cc1ccc(NS(=O)(=O)c2ccc(-n3cccn3)cc2)nc1	-5	0	2	-10	-1	-8	7	6	8	3	-7
37	CS(=O)(=O)N1CCCC(C(=O)Nc2ccc(Br)cc2F)C1 (stereo unspecified)	-16	6	8	10	6	-18	-3	5	-10	-3	5
38	CCOC(=O)c1[nH]nc(-c2cc(CC)c(O)cc2O)c1-c1cscn1	19	-3	26	6	-8	31	-9	16	5	9	-6
39	CC(=O)N(C)c1ccc(N=Cc2cc3c(cc2[N+](=O)[O-])OCO3)cc1	-17	-2	22	-4	10	9	3	-8	15	5	-2
40	CSc1n[nH]c(=S)n1N	12	3	8	-12	4	-16	-22	9	-9	-1	-9
41	COc1ccccc1C(=O)Nc1ccc(-c2nnn(CC(=O)N3CCN(C(=O)c4ccco4)CC3)n2)cc1	-5	0	1	-16	-21	17	6	0	-40	16	2
42	Cc1nn(CC(=O)N2CCCC2)c(=O)c2cc3cc(F)ccc3n12	9	4	7	-3	0	6	6	1	5	2	-4
43	CCn1c(SCC(=O)Nc2cc(C)on2)nnc1-c1cccnc1	1	-5	-16	3	-11	-13	-1	.	.	-4	0
44	CC(Cc1ccccc1)NC(=O)c1cc([N+](=O)[O-])ccc1Cl (stereo unspecified)	0	0	11	7	12	17	6	-3	-8	-11	-5
45	COc1cccc(C(=O)Oc2ccc3c(C)cc(=O)oc3c2C(C)=O)c1	-6	-8	16	6	-8	15	-4	-13	3	-2	0
46	NC(=O)c1ccsc1NC(=O)C1CC1	-6	-9	-3	-5	1	-1	-1	-1	-11	7	-1
47	CC(C)c1ccc(OCC(=O)N2CCCCCC2)c(Br)c1	-68	-3	-64	-42	-4	-58	-5	-28	-10	-15	1
48	CC(=O)N1CCc2cc(S(=O)(=O)NCCC(=O)Nc3cccc(C)c3)ccc21	-20	4	10	10	-7	10	-3	6	-14	-6	-2
49	CCn1c(SCC(=O)Nc2cccc(OC)c2)nnc1-c1ccc(Cl)cc1	10	-4	-4	29	-3	0	-7	-2	8	-5	-6
50	O=C(NCSc1ccnc(SCNC(=O)c2ccc(F)cc2)n1)c1ccc(F)cc1	-11	-4	4	-4	3	-15	-10	6	-13	14	-3
51	CCOC(=O)C1=CN(CC)S(=O)(=O)NC1CCc1ccccc1 (stereo unspecified)	12	-2	10	3	-5	12	-14	-16	3	0	-8
52	O=S(=O)(NCc1cccs1)c1cccc(S(=O)(=O)N2CCCCC2)c1	-11	-9	-1	-9	.	4	1	0	-7	1	-6
53	C[C@@H]1CN([C@H](C)CO)C(=O)c2cc(-c3ccc(C(=O)N(C)C)cc3)cnc2O[C@@H]1CN(C)C(=O)c1cccnc1	5	3	0	-6	-18	-18	-6	1	7	-7	-2
54	FC(F)c1nnc2c(Cl)cc(C(F)(F)F)cn12	-4	4	6	7	-4	0	-3	-1	3	-2	-14
55	O=C(Nc1cc(C(F)(F)F)ccc1N1CCCCC1)c1ccco1	-9	9	7	-5	-2	-4	-7	9	5	-11	-4
56	COc1cc2c(=O)n(CC3CCCO3)c(=O)n(CC(=O)Nc3ccccc3)c2cc1OC (stereo unspecified)	6	9	19	3	.	-22	2	5	8	5	-8

Next section.
#	Structure	NCOA1 inh	TLR9-MyD88 inh	NR5A2 inv ag	TROY signal inh	Vif imaging	NCOA3 inh	TRAIL sens C8	COUP-TFII inh	NCOA2 inhibitor	EBV LMP1 NFkB	NOD2-RIPK2 inh
57	CO/N=C/c1ccc(OC)c(Oc2nc(OC)cc(OC)n2)c1	-2	-3	10	6	.	7	-8	5	-8	-1	2
58	COc1cccc(CNC(=O)c2ccc(S(=O)(=O)N3CCOCC3)cc2)c1	-1	-3	28	-5	-3	1	-21	2	23	1	-3
59	COc1ccc(Cc2nnc(NS(=O)(=O)c3ccccc3)s2)cc1	15	-8	-5	7	3	12	-4	-6	5	6	8
60	CC(C)CNC(=S)Nc1ccccc1F	-17	-11	-23	3	6	2	10	-5	-1	1	-9
61	CC(=O)Nc1ccc(OCc2ccccc2)cc1[N+](=O)[O-]	-19	-20	-60	-23	-3	-22	2	-1	-12	-5	-6
62	Cc1ccc(-c2ccc(/C=N/NC(=O)CN3CCOCC3)o2)cc1[N+](=O)[O-]	-5	0	22	-22	2	17	-1	-3	8	-8	-7
63	O=C(Nc1ccc(F)cc1F)c1cc(-c2ccc3c(c2)OCO3)on1	-3	4	-3	-62	?	-1	-20	6	-23	-20	-10
64	COc1ccc(S(=O)(=O)N2CCCCC2)cc1NC(=O)C1CCCC1	-5	-1	19	12	13	-5	-12	-7	7	12	3
65	O=C(N/N=C/c1ccc(O)cc1O)/C(=C/c1ccccc1)CCO	33	6	-12	-44	1	55	49	5	7	6	-10
66	O=C(COc1ccc(Cl)cc1)N1CCN(C(=O)c2cccc(F)c2)CC1	-9	-4	-13	10	.	-2	6	12	-6	-7	-4
67	CC(=O)NC(C(=O)OCC(=O)N(c1ccccc1)c1ccccc1)C(C)C (stereo unspecified)	-14	-11	18	17	-6	14	-7	1	-12	-4	0
